Screening results as filed in PubChem.
PI4K2A block – inhibitors of human PI4K2A; purified PI4K2A, ADP-Glo luminescence, 1 h; hits give low values; activity change, negative = inhibition, % at 76.9 µM; AID 1346378; 420,000 tested, 0.13% active; Q9BTU6; in the data active = activity change below about -50%; inconclusive = mostly about -30% to -49%;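 also: -100% = wells without enzyme as full effect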
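ADP-Glo luminescence measured ADP generated by PI4K2A enzyme (4 ug/mL before mixing) with 1.2 mM PI substrate (pre-mix) and 300 microM ATP (pre-mix). Tris pH7.5 buffer with MgCl2, Triton X-100; 1 h reaction at ambient temperature.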
12-LOX inh – inhibitors of human 12S-lipoxygenase ALOX12; purified 12hLO, xylenol orange hydroperoxide absorbance; P18054; Potency, µM (highest dose often 108 µM), for inactives: at the highest dose activity change, negative = inhibition, hits mostly inhibitors; 580,000 tested, 1.1% active; also: potency is read from the fitted curve at half-maximal effect; % is scaled to controls: 0 for no effect and ±100 for the full control effect
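Purified human 12hLO at 150 nM in 25 mM Hepes, 0.01% Triton X-100, pH 7.0, preincubated 15 min at room temperature with compound. Reaction started with 40 uM arachidonic acid, 30 min at room temperature. Hydroperoxide measured by Fe-xylenol orange, 573/405 nm absorbance ratio.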
RGS4 inhibitor – blocks human RGS4-accelerated GTP hydrolysis; Transcreener GDP fluorescence polarization, RGS4-accelerated GTP hydrolysis; Potency, µM (doses to about 114 µM), for inactives: at the highest dose activity change, negative = inhibition, hits mostly inhibitors; 390,000 tested, 0.039% active; also: potency is read from the fitted curve at half-maximal effect; % is scaled to controls: 0 for no effect and ±100 for the full control effect; nearly all actives have a fitted effect of over 75% in size; some results filed as inactive show a strong effect at the top dose
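MLSMR compounds (23 nl, pin-transferred) preincubated 10 min at room temperature with a 500nM (2x) first reagent, then RGS4 at 900nM (2x) plus Transcreener GDP mix added; fluorescence polarization (620/688 nm) read before and after 90 min at 30 °C.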
G9a block – G9a (human) methyltransferase inhibition | AID 504332 | 350,000 tested, 8.8% active | G9a H3K9 monomethylation, AlphaScreen, 2 h | Potency, µM (series often up to 102 µM), inactives show at the highest dose activity, negative = inhibition, most hits filed as inhibitors | Q96KQ7; also: potency is read from the fitted curve at half-maximal effect; % is scaled to controls: 0 for no effect and ±100 for the full control effect; nearly all actives have a fitted effect of over 75% in size
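Enzyme 20 nM + cpd, 15 min RT; add b-H3K9 pep 500 nM / SAM 20 uM; 2 h RT; anti-H3K9me1 Ab 0.5 ug/mL + SA donor / anti-rabbit acceptor beads 20 ug/mL each, 10 min; AlphaScreen read.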
JMJD2A Tudor inh – JMJD2A Tudor domain (human) inhibition; Potency, µM (doses to about 114 µM), for the others: at the top dose activity change, negative = inhibition, hits mostly inhibitors; AlphaScreen JMJD2A-Tudor / H3K4me3 peptide binding; O75164; 390,000 tested, 4.4% active; AID 504339; also: potency is read from the fitted curve at half-maximal effect; % is scaled to controls: 0 for no effect and ±100 for the full control effect; nearly all actives have a fitted effect of over 50% in size
Target sequence (O75164 whole entry, looked up, the tested form may be a part): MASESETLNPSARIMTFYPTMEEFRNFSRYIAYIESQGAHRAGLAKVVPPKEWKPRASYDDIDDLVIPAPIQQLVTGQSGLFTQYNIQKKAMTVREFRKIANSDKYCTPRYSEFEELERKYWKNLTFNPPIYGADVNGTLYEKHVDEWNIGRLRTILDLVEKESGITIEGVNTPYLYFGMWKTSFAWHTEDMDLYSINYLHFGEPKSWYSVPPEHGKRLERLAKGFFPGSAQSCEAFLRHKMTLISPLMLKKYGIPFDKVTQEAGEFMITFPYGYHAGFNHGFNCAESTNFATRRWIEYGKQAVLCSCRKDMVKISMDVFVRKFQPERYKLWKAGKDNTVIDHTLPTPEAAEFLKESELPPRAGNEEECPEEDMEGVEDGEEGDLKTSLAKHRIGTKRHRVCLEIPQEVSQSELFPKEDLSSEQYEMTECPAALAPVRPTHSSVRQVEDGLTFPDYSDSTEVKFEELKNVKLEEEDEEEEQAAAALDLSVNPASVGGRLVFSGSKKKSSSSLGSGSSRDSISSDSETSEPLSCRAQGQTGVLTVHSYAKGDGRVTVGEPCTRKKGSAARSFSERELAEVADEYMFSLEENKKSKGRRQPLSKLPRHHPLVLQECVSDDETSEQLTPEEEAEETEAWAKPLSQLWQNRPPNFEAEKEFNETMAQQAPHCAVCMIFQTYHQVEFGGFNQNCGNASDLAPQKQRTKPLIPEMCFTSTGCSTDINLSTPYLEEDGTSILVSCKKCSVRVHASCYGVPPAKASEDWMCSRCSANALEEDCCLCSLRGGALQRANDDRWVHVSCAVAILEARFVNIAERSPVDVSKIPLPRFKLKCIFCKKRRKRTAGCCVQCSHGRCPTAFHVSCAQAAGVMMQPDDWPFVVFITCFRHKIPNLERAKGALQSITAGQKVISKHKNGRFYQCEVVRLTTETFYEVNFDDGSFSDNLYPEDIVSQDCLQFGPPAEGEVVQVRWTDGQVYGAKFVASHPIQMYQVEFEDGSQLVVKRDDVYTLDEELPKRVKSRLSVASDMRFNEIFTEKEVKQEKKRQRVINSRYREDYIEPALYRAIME
HP1b binding inh – inhibitors of HP1-beta chromodomain binding to methylated histone tails. P83916. AlphaScreen HP1-beta / biotin-H3K9me3 peptide binding. Potency, µM (highest dose often 114 µM), inactives show top-dose activity change, negative = inhibition, hits mostly inhibitors. 390,000 tested, 0.56% active. AID 540317; also: potency is read from the fitted curve at half-maximal effect; nearly all actives have a fitted effect of over 70% in size; inactives centre near 23
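HP1-beta protein (50 nM final) preincubated 30 min at room temperature with biotinylated H3(1-18)K9me3 peptide (50 nM) in PBS pH 7.4, 0.01% Tween-20, then compound added for 30 min. AlphaScreen streptavidin donor/nickel chelate acceptor beads (10 ug/mL final), 30 min dark, luminescence read.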
BAZ2B inh – blocks human BAZ2B; AlphaScreen BAZ2B-H3K14Ac peptide displacement; Potency, µM (series often up to 114 µM), without a hit: at the top dose activity change, negative = inhibition, actives largely listed as inhibitors; 360,000 tested, 4.4% active; also: potency is read from the fitted curve at half-maximal effect; % is scaled to controls: 0 for no effect and ±100 for the full control effect; nearly all actives have a fitted effect of over 60% in size
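In this displacement format the biotinylated H3(5-23) peptide acetylated at Lys14 serves as ligand at 50 nM, with BAZ2B at 50 nM in PBS pH 7.4 containing 0.01% Tween-20. Donor and acceptor beads are 10 ug/mL final.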
ERG Ets-DNA blk – ERG Ets/DNA interaction inhibition; fluorescence polarization, His-ERG Ets domain / labelled DNA; P11308; AID 624246; 370,000 tested, 0.028% active; Potency, µM (series often up to 76.9 µM), for inactives: at the top dose FP activity, negative = inhibition, most hits filed as inhibitors; active = well fitted inhibition curve with a large enough effect in the polarisation, with a control signal flat; inconclusive = small, poorly fitted or top-dose-only effect, or effect the other way, or a change in a side signal; inactive = no such curve, though single readings can be large or run the other way; the % refers to the polarisation;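 also: polarization taken with two DNA probes labelled with fluorescein and Texas red; potency is read from the fitted curve at half-maximal effect; % of control where 0% means no effect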
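His-tagged ERG Ets domain (1 uM in the protein solution; 300mM KCl, 50mM Tris-HCl, 1mM EDTA, 1mM DTT, pH 7.5) received compound, then a probe mix of 5 nM fluorescein-DNA and 100nM Texas-615-DNA. Fluorescence polarization was read for both dyes.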
GLS inhibitor – blocks human kidney-isoform glutaminase activity; Potency, µM (doses to about 45.5 µM), for inactives: at the top dose activity change, negative = inhibition, most hits filed as inhibitors; O94925; AID 624170; 410,000 tested, 0.21% active; GLS enzymatic activity, qHTS titration; also: potency is read from the fitted curve at half-maximal effect; % is scaled to controls: 0 for no effect and ±100 for the full control effect
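Compounds were pin-transferred onto hKGA, after which L-glutamine (1 mM solution) and a detection mix of glutamate oxidase, HRP and Amplex Red were added. Initial and 30 min RT fluorescence reads were collected.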
Starred values were filed as active, the others as inactive; ? = inconclusive; / = not tested or not shown; & = joins results of further samples; [ ] = remark or other dose. Unless noted, calls follow the shape of the dose curve; as a rule, active = well fitted curve in the direction sought with a large enough effect; inconclusive = small, poorly fitted or top-dose-only effect, or another doubt; inactive = no such curve, though single readings can be large; an effect the other way counts as inactive or inconclusive. Some of the compounds tested; count on the stated rates, not on these rows.

SMILES | PI4K2A block | 12-LOX inh | RGS4 inhibitor | G9a block | JMJD2A Tudor inh | HP1b binding inh | BAZ2B inh | ERG Ets-DNA blk | GLS inhibitor
CCN(CC(=O)Nc1ccc2c(c1)OCCO2)C(=O)c1cccc(OCC(C)C)c1 | 7 | 302%[activator] | 9% | 2% | -19% | 7% | -28% | -5% | -24%
O=C(Cn1ncc2c3ccccc3n(Cc3ccc(F)cc3)c2c1=O)NCCC1=CCCCC1 | -2 | -23% | 4% | 4%[59 µM] | 6% | 55%[activator] | 3% | 1% | 4%
CCc1ccc(-c2nn(CC(=O)NC3CCCCC3)c3c2cnc2ccc(F)cc23)cc1 | -1 | -16% | -2% | 5%[59 µM] | -16% | 21% | -9% | -1% | 5%
O=C(CNC1CCCCC1)NCC1(c2ccccc2)CCCC1 | 3 | ? | 4% | 0% | ? | 9% | -12% | -15% | 10%
CCc1ccccc1N(CC)C(=O)c1cn(CC)c(=O)c2cc(OC)c(OC)cc12 | 1 | 0% | -15% | ? | -15% | 57%[activator] | -38% | 0% | 8%
CC(=O)NCCCC(=O)NN1C(=S)N(Cc2ccccc2)C(=O)C1CC(=O)Nc1cccc(C)c1 (configuration not stated) | -2 | 13% | -9% | -29% | -20% | 21% | -5% | 13% | ?
O=C1c2ccccc2-c2c1cccc2C(=O)N1CCN(C(=O)c2ccco2)CC1 | -3 | -22% | -48% | ? | -12% | 19% | -6% | -1% | 3%
CCOC(=O)c1cnc2c(-c3ccc(F)cc3)cnn2c1C(F)(F)F | 3 | / | -14% | 40%[activator][12.7 µM] | 35µM* | 26% | -33% | -8% | -5%
COc1cccc(-n2c(Cc3cc(=O)[nH]c(=O)[nH]3)nnc2SCc2cccc(C(F)(F)F)c2)c1 | 2 | -4% | -23% | -2% | -7% | 54%[activator] | -7% | 4% | -1%
CCn1cc(C(=O)NCCCN(C)C)c(=O)c2cc(F)c(N3CCN(C)CC3)cc21 | -5 | ? | 8% | 35µM* | -8% | 30% | 2% | 5% | 15%
O=C(Nc1sc2c(c1C(=O)NCc1ccccc1)CCCC2)c1cc(=O)c2ccccc2o1 | -2 | -13% | ? | 11µM* | -18% | ? | -12% | 1% | -3%
Cn1c(CNC(=O)c2ccco2)nnc1SCC(=O)Nc1ccccc1Cl | -5 | ? | 15% | -23% | -9% | 2% | -9% | 7% | 1%
O=C(c1ccco1)N1CCN(S(=O)(=O)c2ccc(Br)cc2)CC1 | 0 | -2% | 3% | 12% | 5% | 42%[activator] | -1% | -8% | 0%
CS(=O)(=O)Nc1ccccc1C(=O)NCc1ccccc1Cl | -1 | 16% | 16% | 3% | -8% | -4% | -6% | 11% | 3%
CCOC(=O)Cc1csc(NC(=S)NC(=O)c2cc(OC)c(OC)c(OC)c2)n1 | 3 | ? | 3% | 1%[59 µM] | ? | 7% | ? | -2% | 21%
CC(=O)N1CCC(N(Cc2ccco2)C(=O)Nc2ccc(Br)cc2F)CC1 | -4 | -17% | -9% | 0%[59 µM] | -3% | 28% | 1% | 15% | 11%
Brc1ccc(Cn2c(-c3ccc(Br)o3)nc3ccccc32)o1 | -2 | ? | -23% | 40µM* | -21% | -8% | 13µM* | 16% | -2%
CC1Cc2ccccc2N1c1nc(C2CC2)nc2c1nnn2Cc1ccccc1 (configuration not stated) | 6 | 64%[activator] | -5% | 32%[59 µM] | 48%[activator] | 73%[activator] | 23% | -3% | 4%
CCCCNC(=O)C(NS(=O)(=O)c1cccc2nsnc12)c1ccccc1 (configuration not stated) | 0 | 0% | 11% | 33%[59 µM] | -7% | 35% | 2% | -4% | -7%
CCCCc1ncc(CN2CCC(n3nccc3NC(=O)c3ccccc3Cl)CC2)[nH]1 | 2 | 4% | 19% | / | -21% | 23% | -9% | -6% | 8%
COc1ccccc1N(C)S(=O)(=O)c1ccc(C(=O)OCC(=O)N2CCCCCC2)cc1 | 1 | 22% | 4% | -2% | 1%[57.1 µM] | 29% | / | ? | -4%
O=C(COc1ccccc1)Nc1ccc(F)cc1 | 4 | 281%[activator] | 2% | / | 2% | 16% | / | -8% | 10%
CCC(=O)NC(c1ccccc1OC)c1ccc2cccnc2c1O (configuration not stated) | 5 | / | 7% | 0%[59 µM] | 56µM* | 19% | 25µM* | -8% | 23%
Cc1cccc(NC(=O)CSc2nc3sc(C)cc3c(=O)n2C)c1 | -2 | ? | -47% | / | ? | -28%[57 µM] | / | -1% | 1%
CCC1CCC/C1=N\NC(=O)CCC(=O)Nc1ccccc1Cl (configuration not stated) | 1 | 14%&-5% | -11% | -10%[59 µM] | -15% | 37% | 5% | -13% | -1%
CN1C(=O)N(CC(=O)N2CCN(c3ccccc3F)CC2)C(=O)C12CCCCC2 | -3 | -13% | 23% | -13%[12.7 µM] | -21% | 31% | 6% | -4% | 1%
COc1ccc(CN2CC[C@H]3C=CC[C@@H](C(=O)NCCc4ccccc4)[C@H]3C2=O)cc1OC | -3 | 34%[activator] | 12% | / | -4% | 20% | / | -3% | 7%
Cc1ccc(NC(=O)C2CC(=O)N(Cc3ccco3)C2)cc1 (configuration not stated) | 1 | 155%[activator] | -9% | 11% | -22% | 4% | -4% | 3% | 1%
S=C(Nc1ccccc1)N1N=C(c2cccs2)CC1c1cccs1 (configuration not stated) | 2 | -4% | ? | / | 20µM* | -15% | -16% | 5% | ?
CCCCn1c(N)c(N(C(=O)CSc2nncn2-c2ccccc2C)C2CCCC2)c(=O)[nH]c1=O | 2 | 0% | 15% | / | 4% | 50%[activator] | / | -2% | 0%
CCn1c(C(C)NC(=O)c2ccc(Cl)cc2)n[nH]c1=S (configuration not stated) | 3 | ? | -15% | ? | 10µM* | -9% | -18% | 16% | 13%
O=C(N/N=C\c1cn[nH]c1-c1ccc(Cl)cc1)c1cccs1 | -4 | 0% | -12% | 14% | -2% | 50%[activator] | 1% | 0% | -3%
Cc1ccc(NC(=O)CCN2C(=O)c3ccncc3C2=O)cc1 | 8 | ? | 13% | 16%[0.501 µM] | 1% | 26% | -1% | 10% | 15%
O=C(NCC1(N2CCCCC2)CCCCC1)c1cccc(S(=O)(=O)Nc2ccccc2Cl)c1 | -1 | -1% | -10% | / | -9% | 21% | / | / | 2%
CCOCCOC(=O)c1cccc2c1-c1ccccc1C2=O | 1 | -3% | 12% | 22% | 4% | 54%[activator] | -3% | 2% | 1%
O=C(Cc1coc(-c2ccc(F)cc2)n1)Nc1ccccc1 | 0 | 395%[activator] | -7% | ? | -6% | 5% | 11% | -3% | 2%
CCOc1ccc(-c2nnc(SCC(=O)NCc3ccc(Cl)cc3)o2)cc1 | 2 | -27% | -5% | -8%[59 µM] | -11% | 34% | ? | -1% | -12%
CCc1nc(SCc2nc3ccccc3[nH]2)c2oc3ccccc3c2n1 | -2 | 21% | -2% | -47% | -15% | 34% | -4% | -2% | -4%
CCOCCCNC(=O)CCc1nnc2ccc(N3CCCCC3)nn12 | -3 | / | -23% | 17% | 5% | 41%[activator] | -2% | 14% | -2%
Cc1ccc(S(=O)(=O)SC/C=C/CSS(=O)(=O)c2ccc(C)cc2)cc1 | -7 | 0.71µM* | -130% | / | 3.2µM* | ? | / | / | 17%
CCN(c1ccccc1)S(=O)(=O)c1ccc(C(=O)N2CCCC(C(F)(F)F)C2)cc1 (configuration not stated) | -2 | 0% | -15% | -6% | -6% | 9% | 9% | 2% | 7%
CCOc1ccc(NS(=O)(=O)c2ccc(SC)cc2)cc1 | -8 | 459%[activator] | -30% | 1%[59 µM] | -3% | 41% | 6% | 0% | 2%
Cc1cccc(NC(=O)Nc2ccccn2)c1C | -2 | 2% | 9%[11.4 µM] | 10% | -15%[11.4 µM] | 51%[activator] | 0% | -5% | 0%
COc1ccccc1CN(CC(=O)NCc1ccc2c(c1)OCO2)C(=O)c1ccc2c(c1)OCCO2 | -3 | -9% | -24%[11.4 µM] | 5%[59 µM] | -13%[11.4 µM] | 12% | 7% | 4% | -1%
COc1ccc(OC)c(NS(=O)(=O)c2cc(OC)ccc2OC)c1 | 5 | 6% | -11% | -29%[12.7 µM] | -28% | 7% | 4% | / | 11%
COc1ccc(Cn2ccc3nc(C)c(C(=O)Nc4ccc(F)cc4)cc3c2=O)cc1 | -2 | 3% | -2% | 7%[59 µM] | -10% | 33% | -17% | 0% | 4%
N=c1c(C(=O)NCc2ccco2)cc2c(=O)n3ccccc3nc2n1Cc1ccc(Cl)cc1 | 2 | ? | ? | ? | -18% | 4% | -27% | 0% | -22%
CC(c1ccccc1)n1c(-c2ccc(C(C)(C)C)cc2)n[nH]c1=S (configuration not stated) | -4 | / | -24% | 32µM* | ? | 13% | ? | 2% | ?
Cc1c(/C=N\NC(=O)C2COc3ccccc3O2)c2ccccc2n1C (configuration not stated) | 0 | 17% | -18% | -3%[59 µM] | ? | -2% | ? | 5% | -5%
CCCCn1c(N)c(N(CCOC)C(=O)CCCn2c(=O)oc3ccccc32)c(=O)[nH]c1=O | 1 | -6% | -31% | / | 9% | 48%[activator] | / | -4% | -4%
